Assay outcomes deposited in PubChem BioAssay by Dana-Farber Cancer Institute and Novartis Institutes for BioMedical Research (Cambridge, Mass).
UCHL1 inh: blocks human UCHL1 ubiquitin-rhodamine cleavage. P09936. purified UCHL1, Ub-rhodamine cleavage fluorescence. inhibition, % at 20 µM. 0.2% of 47,000 active. AID 1645859
Target sequence (P09936 whole entry, looked up): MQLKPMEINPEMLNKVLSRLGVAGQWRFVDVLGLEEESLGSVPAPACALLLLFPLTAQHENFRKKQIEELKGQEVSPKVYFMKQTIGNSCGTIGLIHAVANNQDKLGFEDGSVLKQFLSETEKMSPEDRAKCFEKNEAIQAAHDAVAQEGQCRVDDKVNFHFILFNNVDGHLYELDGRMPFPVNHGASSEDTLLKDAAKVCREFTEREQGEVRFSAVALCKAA
USP30 block: inhibitors of human USP30 deubiquitinase; Q70CQ3; purified USP30, Ub-rhodamine cleavage fluorescence; inhibition, % at 25 µM; 5.3% of 47,000 active; AID 1645860
USP28 block: human USP28 deubiquitinase inhibition; Q96RU2; purified USP28, Ub-rhodamine cleavage fluorescence, 30 min; inhibition, % at 25 µM; 3% of 47,000 active
USP7 block: inhibitors of human USP7 deubiquitinase | purified USP7, Ub-rhodamine cleavage fluorescence | inhibition, % at 20 µM | 0.3% of 47,000 active
USP17 block: inhibitors of human USP17 deubiquitinase; A8MUK1; purified USP17, Ub-rhodamine cleavage fluorescence, 3 h; inhibition, % at 50 µM; 6.5% of 47,000 active
OTUD3 block: inhibitors of human OTUD3 deubiquitinase. Q5T2D3. purified OTUD3, Ub-rhodamine fluorescence, 2 h. inhibition, % at 25 µM. 0.7% of 47,000 active
USP8 block: human USP8 deubiquitinase inhibition. P40818. purified USP8, Ub-rhodamine cleavage fluorescence, 30 min. inhibition, % at 20 µM. 4.2% of 47,000 active
USP10 block: blocks human USP10 ubiquitin-rhodamine cleavage; Q14694; AID 1645856; purified USP10, Ub-rhodamine fluorescence, 60 min; 1.1% of 47,000 active; inhibition, % at 20 µM
Target sequence (Q14694 whole entry, looked up): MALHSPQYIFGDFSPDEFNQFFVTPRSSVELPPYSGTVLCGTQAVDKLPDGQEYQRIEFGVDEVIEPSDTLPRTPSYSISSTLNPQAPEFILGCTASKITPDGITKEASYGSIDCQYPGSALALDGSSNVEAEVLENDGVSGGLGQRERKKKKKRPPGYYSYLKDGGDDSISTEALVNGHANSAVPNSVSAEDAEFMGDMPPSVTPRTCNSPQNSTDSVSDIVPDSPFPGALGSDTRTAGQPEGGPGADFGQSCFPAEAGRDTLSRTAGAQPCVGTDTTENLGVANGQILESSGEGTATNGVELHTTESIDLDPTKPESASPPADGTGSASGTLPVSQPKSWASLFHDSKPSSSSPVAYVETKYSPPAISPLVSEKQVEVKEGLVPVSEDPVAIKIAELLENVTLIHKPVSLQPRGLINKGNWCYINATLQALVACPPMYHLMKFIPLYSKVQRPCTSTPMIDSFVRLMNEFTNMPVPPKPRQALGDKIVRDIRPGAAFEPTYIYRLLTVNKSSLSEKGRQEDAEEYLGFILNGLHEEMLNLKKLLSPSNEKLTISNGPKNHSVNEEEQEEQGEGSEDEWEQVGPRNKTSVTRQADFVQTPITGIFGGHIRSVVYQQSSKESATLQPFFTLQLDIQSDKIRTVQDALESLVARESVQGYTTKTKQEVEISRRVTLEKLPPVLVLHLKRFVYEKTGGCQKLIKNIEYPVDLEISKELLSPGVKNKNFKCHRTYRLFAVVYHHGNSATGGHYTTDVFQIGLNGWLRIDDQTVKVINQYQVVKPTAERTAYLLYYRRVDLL
Active calls of the source: *; i = inactive; · = no result given. Cut-off read from the data, not from the text of the source: active = inhibition above about 30%; inactive = the rest.

UCHL1 inh	USP30 block	USP28 block	USP7 block	USP17 block	OTUD3 block	USP8 block	USP10 block	structure
-3	-8	9	0	-7	4	-10	-11	COc1cccc(CNC(=O)c2[nH]c(C)c(C(C)=O)c2C)c1
1	-1	2	3	1	0	-10	-5	CC(=O)O[C@H]1CC[C@]2(C)[C@H]3Cc4c(cc(-c5cccnc5)oc4=O)O[C@]3(C)CC[C@H]2C1(C)C
-7	-220	-61	-5	-25	-40	-11	-9	O=C(NC(c1ccccc1)c1ccccc1)c1ccc2nccnc2c1
0	-2	-8	1	0	-1	0	-1	O=C(C1CCCN(S(=O)(=O)N2CCOCC2)C1)N1CCN(Cc2ccccc2)CC1 (stereo not drawn)
0	0	-6	-2	0	-6	-3	7	COc1ccccc1NC(=O)Nc1nnc(CC(=O)N2CCCCC2)s1
4	27	14	5	21	14	20	0	Cc1cc(-c2ncc(C)[nH]2)nc(CC2CCN(S(=O)(=O)N(C)C)CC2)n1
3	-17	-3	4	-7	4	-61	-3	O=C(c1ccccc1)N1C[C@@H]2CCN(c3cccnc3)C[C@@H]2C1
0	20	4	3	7	4	-53	0	Cc1cccc(S(=O)(=O)N2C[C@H](c3nc(-c4ccncc4)no3)[C@@H](C)C2)c1
0	-79	-14	3	-5	-7	-10	0	CC(=O)Nc1ccc(S(=O)(=O)N2CCCC(C(=O)NCCc3ccc(O)cc3)C2)cc1 (stereo not drawn)
0	·	·	-18	-15	3	-11	-4	O=C(NC1CCCCC1)NC1CCN(C(=O)C2CCC2)C1 (stereo not drawn)
0	10	16	4	5	7	-12	0	O=C(CCN1C(=O)c2ccccc2S1(=O)=O)Nc1cccc(C(=O)O)c1
-1	-4	-14	-85	-27	-13	-17	0	Cc1ccc(C)c(Cn2c(CCCNC(=O)c3ccco3)nc3ccccc32)c1
-5	-8	0	3	2	5	6	-6	COc1cccc(NC(=O)CSc2nc(-c3ccccc3)nc3sc4c(c23)CC(C)(C)OC4)c1
1	0	-2	-5	-6	-4	5	1	Cc1ccc2oc(C(=O)N(Cc3ccc(F)cc3)C3CCS(=O)(=O)C3)cc(=O)c2c1 (stereo not drawn)
-1	-33	-21	3	-9	-3	-11	-5	COc1ccc(-c2noc(CN3CCN(c4ccccc4)CC3)n2)cc1
-4	-3	-4	-2	-9	-6	-35	2	CS(=O)(=O)c1ccc(N2CCCN(C(=O)c3ccc(Cl)cc3)CC2)c(F)c1
8	30*	29	-2	26	18	5	6	COc1ccccc1CNC(=O)c1noc2c1CCc1sccc1-2
10	12	-1	7	-21	7	-184	3	Cn1cc(-c2cnc(-c3cccnc3)nc2)cc1C(=O)NCc1ccccc1
4	11	14	14	5	22	-219	33*	Cc1[nH]n2c(=O)c(Cl)c(-c3ccccc3)nc2c1-c1ccccc1
5	67*	10	0	78*	18	14	11	Cc1ccc(NC(=O)Cn2c(Nc3ccc(F)cc3)nc(C)cc2=O)cc1

Some entries already given, showing only USP8 block.
mol	USP8 block
COc1cccc(NC(=O)CSc2nc(-c3ccccc3)nc3sc4c(c23)CC(C)(C)OC4)c1	6
Cc1[nH]n2c(=O)c(Cl)c(-c3ccccc3)nc2c1-c1ccccc1	-219

In the list so far, five have an aryl methoxy group:
UCHL1 inh	USP30 block	USP28 block	USP7 block	USP17 block	OTUD3 block	USP8 block	USP10 block	structure
-3	-8	9	0	-7	4	-10	-11	COc1cccc(CNC(=O)c2[nH]c(C)c(C(C)=O)c2C)c1
0	0	-6	-2	0	-6	-3	7	COc1ccccc1NC(=O)Nc1nnc(CC(=O)N2CCCCC2)s1
-5	-8	0	3	2	5	6	-6	COc1cccc(NC(=O)CSc2nc(-c3ccccc3)nc3sc4c(c23)CC(C)(C)OC4)c1
-1	-33	-21	3	-9	-3	-11	-5	COc1ccc(-c2noc(CN3CCN(c4ccccc4)CC3)n2)cc1
8	30*	29	-2	26	18	5	6	COc1ccccc1CNC(=O)c1noc2c1CCc1sccc1-2

Remaining list, next part
UCHL1 inh	USP30 block	USP28 block	USP7 block	USP17 block	OTUD3 block	USP8 block	USP10 block	structure
-5	-40	2	-1	7	2	-24	-3	O=C1CN(C(=O)c2ccc(Cl)o2)c2ccccc2N1
2	1	4	-1	-17	-7	-24	4	Cc1c(C)n(Cc2cccnc2)c2ncnc(NCc3ccccc3)c12
-1	0	0	0	-17	-7	-12	-1	COc1ccc(CC(=O)Nc2cc(-c3ccccn3)no2)cc1
8	-23	-4	-13	3	2	-3	7	COc1cccc(C(CC(=O)Nc2ccc(Cl)cc2)n2cccc2)c1 (stereo not drawn)
-5	-8	-7	-3	-14	-1	-22	2	Cn1c(=O)c2c(nc(N3CCCCCC3)n2CCSc2ncccn2)n(C)c1=O
2	11	17	-14	1	21	0	0	COc1cc(OC)c(NC(=O)Cn2cc3c(n2)CCCC3)cc1Cl
-9	-70	-12	-5	-11	-10	-62	-9	Cc1cccc(-n2ncc(C(=O)NCc3ccccn3)c2C2CCNCC2)c1
1	7	38*	-8	-15	-6	-141	-1	O=C(Nc1nc2c(s1)CCCC2C(=O)NCc1ccncc1)c1ccc2c(c1)OCO2 (stereo not drawn)
0	11	-5	2	-1	2	12	-3	COc1ccc(C)cc1N1CC(C)Cn2c1nc1c2c(=O)n(CCN2CCCCC2)c(=O)n1C (stereo not drawn)
0	-58	-7	2	-7	-6	-9	-7	CC(C)(C)NC(=O)CN1CCC2(CC1)Nc1ccccc1C1=NCCN12
-2	9	-4	4	10	5	-6	2	COc1ccc(NC(=O)C2=C(C)Nc3ncnn3C2c2cccc(OCc3ccccc3)c2)c(OC)c1 (stereo not drawn)
-2	-9	34*	1	-17	-10	1	1	COc1ccc(CCNC(=O)c2ccc(CSc3nc4ccncc4[nH]3)cc2)cc1OC
1	·	·	3	13	2	-1	-1	c1cc2c(cc1-c1cc(C3CCCCCN3)no1)OCO2 (stereo not drawn)
0	24	17	6	8	8	8	0	COc1ccc(CNc2nc3nc(CN4CCc5ccccc5C4)cc(=O)n3[nH]2)cc1
0	10	7	2	10	-1	8	-2	CNc1nc(C2CCCN(C)C2)nc2c1CN(C(=O)Cc1c[nH]c3ccccc13)CC2 (stereo not drawn)
-6	-9	1	25	37*	14	-20	-5	O=C(CS(=O)(=O)c1ccc(F)cc1)Nc1ccc(-c2nc3ccccc3s2)c(O)c1
-1	-40	-10	0	-7	-14	-1	-5	CCOC(=O)N1CCC(NC(=O)C(C)n2c3ccccc3c3cnn(C)c(=O)c32)CC1 (stereo not drawn)
3	16	10	4	10	3	10	5	Cc1nn2c(CNC(=O)c3cccnc3)c(-c3ccccc3)nc2s1
0	24	13	4	16	18	26	-1	CCN1C(=O)c2ccccc2C(=O)[C@@]2(C)CN(Cc3c(C)nc4ccccn34)C[C@@H]12
-4	1	-6	0	-7	-3	1	-1	CCCN1CCN(C(=O)c2c(OC)cc(=O)n3c2CCCC3)CC1

Entries of single compounds as entered above. Order of values: UCHL1 inh	USP30 block	USP28 block	USP7 block	USP17 block	OTUD3 block	USP8 block	USP10 block
COc1cc(OC)c(NC(=O)Cn2cc3c(n2)CCCC3)cc1Cl as listed: 2	11	17	-14	1	21	0	0
COc1ccc(C)cc1N1CC(C)Cn2c1nc1c2c(=O)n(CCN2CCCCC2)c(=O)n1C (stereo not drawn) as listed: 0	11	-5	2	-1	2	12	-3
COc1ccc(CCNC(=O)c2ccc(CSc3nc4ccncc4[nH]3)cc2)cc1OC as listed: -2	-9	34*	1	-17	-10	1	1

Later entries.
UCHL1 inh	USP30 block	USP28 block	USP7 block	USP17 block	OTUD3 block	USP8 block	USP10 block	structure
-1	-23	-17	-7	-18	-13	-18	-5	O=C(c1cn(-c2ccccc2)nc1-c1cccnc1)N1CCN(CCOc2ccccc2)CC1
-2	-169	-43	-1	-32	-33	-73	-7	Cc1cc(C(=O)Nc2cccc(S(=O)(=O)N3CCCCC3)c2)c2ccccc2n1
-2	-15	-8	-4	0	-11	-1	0	COc1cc(C2NC(=O)NC(C)=C2C(=O)OCCOC(C)C)ccc1OCc1ccccc1 (stereo not drawn)
1	19	9	1	11	5	5	-2	O=C(NCCc1ccc(O)cc1)c1cc(Br)ccc1-n1cnnn1
4	13	7	4	0	13	0	-2	CC[C@H]1OC(=O)[C@H](C)[C@@H](O)[C@H](C)[C@@H](O)[C@](C)(O)C[C@@H](C)C(=O)[C@H](C)[C@@H](O)[C@H]1C
3	10	3	2	18	8	11	8	COc1ccc(CN(C(=O)c2cc(-c3ccccc3)on2)C2CCS(=O)(=O)C2)cc1 (stereo not drawn)
-2	32*	-13	-1	-7	-1	2	-2	COc1ccccc1-c1noc(-c2nnn(Cc3nc(-c4ccc(C)cc4)oc3C)c2C)n1
4	12	21	0	4	9	-13	-1	CC(=O)N1CCc2cc(S(=O)(=O)CCC(=O)N3CCN(c4ccccc4Cl)CC3)ccc21
-1	-57	-7	-10	-9	-12	1	0	CN(C)C1CCN(C(=O)c2c3c(NCC4CC4)ncnc3n3ccccc23)CC1
4	29	9	5	-28	15	-121	-1	Cc1ccc(NC(=O)CCc2nc(CSc3nnc(-c4ccncc4)o3)no2)c(C)c1
-1	22	6	3	-10	10	5	3	O=[N+]([O-])c1cc(O)cc(O)c1
-3	-6	-4	0	-5	-4	-23	-3	Cc1nn(CCC(=O)Nc2ccccc2F)c(C)c1S(=O)(=O)N1CCOCC1
-3	6	-2	-1	5	2	0	2	O=C(c1cccc(F)c1)N1CCC(Cc2nc(-c3ccccc3)no2)CC1
-2	15	26	3	57*	0	5	2	COc1ccc(NC(=O)COc2ccc3ccc(=O)oc3c2)cc1
-13	i	-145	-61	-150	-173	-72	-1	O=C(N[C@H]1C[C@H]2CN(Cc3ccccc3)c3ccccc3CN2C1)c1cccs1
-2	-37	-18	-6	-23	-6	-118	-1	CNC(=O)c1ccccc1NC(=O)c1c(O)c2cccc3c2n(c1=O)CC3
0	·	·	-5	4	2	-16	-2	Cc1cnc(C(=O)N2CCc3nc(C(=O)Nc4ccccc4)sc3CC2)cn1
-4	3	-4	2	6	-4	4	3	CSc1cccc(C(=O)Nc2sc3c(c2C(N)=O)CCC(C)C3)c1 (stereo not drawn)
1	6	13	7	21	14	77*	4	Cc1nn(-c2ccccc2)c2[nH]c(=O)c(CNCc3ccc4c(c3)OCO4)cc12
3	15	15	0	4	7	5	2	O=C(NCCc1ccccn1)c1ccc2ccccc2c1
-2	6	-12	2	-5	-1	3	3	Cc1ccc(NS(=O)(=O)c2ccc(NC(=O)c3ccccc3C(=O)O)cc2)c(C)c1
2	26	9	6	8	12	-3	7	O=C1CN(Cc2ccc(F)cc2)S(=O)(=O)c2ccccc2N1Cc1ccccc1
1	7	4	2	-5	1	-5	-2	Cc1cc(C)c2sc(N(CCN(C)C)C(=O)CS(=O)(=O)c3ccccc3)nc2c1
1	5	7	1	1	0	10	1	O=C(Cn1c([C@@H]2CCCO2)cc2cccnc21)NCCOc1ccccc1
0	13	9	5	10	8	10	3	CC(=O)N1CCN(C(=O)c2sc(-c3ccccc3F)nc2C)CC1
-5	-75	-19	-3	-32	-19	0	-8	O=c1[nH]c(-c2cccnc2)nc2c1CN(Cc1ccnc(N3CCCC3)n1)CC2
-2	-2	-2	-1	-5	-3	0	0	Clc1ccccc1CN1CCC(c2nnc(-c3cccnc3)o2)CC1
-8	-96	-16	-13	-27	-20	-17	-4	CC(=O)N[C@@]12CN(C)CC[C@@H]1[C@@H](c1ccccc1)N(CC(=O)Nc1cccc(F)c1C)C2
1	4	0	0	10	-6	-8	11	O=C(c1ccccc1NS(=O)(=O)c1ccc(Cl)cc1)N1CCC(c2nc(-c3ccncc3)no2)CC1
1	22	15	6	6	19	0	6	CCC(C)C1C(=O)/C(=C(\O)C2C3C(C)CC(C)CC3C=CC2C2(C)OC2C)C(=O)N1C (stereo not drawn)
2	8	6	5	-16	13	-149	-1	CN(C)CCN1C(=O)C(O)=C(C(=O)c2cc3ccccc3o2)C1c1cccnc1 (stereo not drawn)
-2	-6	-11	-1	-3	-7	-7	0	O=C(Nc1ccccc1)N1C[C@@H]2CN(Cc3ccccc3)[C@@H]2C1
1	-23	-1	-1	-15	-14	-80	-6	COc1cccc2cc(C(=O)N3CCc4nc(NC(=O)c5cc(C)on5)sc4C3)oc12
2	0	-6	0	-10	-10	-40	-2	COc1cccc(C2C(C(=O)Nc3ccccc3)=C(C)Nc3ncnn32)c1OCc1ccccc1 (stereo not drawn)
0	24	8	1	19	16	-5	1	CCOc1cc2c(cc1OCC)C1CC(=O)N(c3ccc(C)cc3)C(=O)N1CC2 (stereo not drawn)
-2	1	-1	-1	0	0	-8	0	Cc1cccc(Cn2cc(S(=O)(=O)N3CCOCC3)ccc2=O)c1
0	-26	-3	2	0	4	0	4	COC1=CC(C)C2CC3OC(O)CC4C(C)=C(OC)C(=O)C(C2(C)C1=O)C34C (stereo not drawn)
-8	-75	-29	-9	3	-16	-14	-8	CCn1c(=O)c(N2CCC(NC(=O)Nc3ccc(C)cc3C)CC2)nc2cccnc21
